# TDP1 cell noCPT: qHTS for Inhibitors of human tyrosyl-DNA phosphodiesterase 1 (TDP1): qHTS in cells in absence of CPT. DT40 Tdp1-/- hTDP1 cells, no CPT, ATP luminescence, 48 h. Potency, µM (titrated, usually from 46.2 µM), for inactives: at the top dose activity change, negative = growth inhibition, actives largely listed as inhibitors. 15% of 420,000 active; also: nearly all actives have a fitted effect of over 55% in size
#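 A cellular qHTS used chicken DT40 cells lacking endogenous Tdp1 but carrying stably transfected human TDP1. Compounds were applied without camptothecin, and cell growth kinetics were judged by ATP-dependent luminescence after ≥48 hr.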
# TDP1 block: blocks human tyrosyl-DNA phosphodiesterase 1; Q9NUW8; recombinant TDP1, AlphaScreen DNA substrate cleavage; Potency, µM (highest dose often 130 µM), inactives show top-dose activity change, negative = inhibition, most hits filed as inhibitors; 0.28% of 350,000 active; AID 485290; also: nearly all actives have a fitted effect of over 40% in size
# Target sequence (Q9NUW8 whole entry, looked up): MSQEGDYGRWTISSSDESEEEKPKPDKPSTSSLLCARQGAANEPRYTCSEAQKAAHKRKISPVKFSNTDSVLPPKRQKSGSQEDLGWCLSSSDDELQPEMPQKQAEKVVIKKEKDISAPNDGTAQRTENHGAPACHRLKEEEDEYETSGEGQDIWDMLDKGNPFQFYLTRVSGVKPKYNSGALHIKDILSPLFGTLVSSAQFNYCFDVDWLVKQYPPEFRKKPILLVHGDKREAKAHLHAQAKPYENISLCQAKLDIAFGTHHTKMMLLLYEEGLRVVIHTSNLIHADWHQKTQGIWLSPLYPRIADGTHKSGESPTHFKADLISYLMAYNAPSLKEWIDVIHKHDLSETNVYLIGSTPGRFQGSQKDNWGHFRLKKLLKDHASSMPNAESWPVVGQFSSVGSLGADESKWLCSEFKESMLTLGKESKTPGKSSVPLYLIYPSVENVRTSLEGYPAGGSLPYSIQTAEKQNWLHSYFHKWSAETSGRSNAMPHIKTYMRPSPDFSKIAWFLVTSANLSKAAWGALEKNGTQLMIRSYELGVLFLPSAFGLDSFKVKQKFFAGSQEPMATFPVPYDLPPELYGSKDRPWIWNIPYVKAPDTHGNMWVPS
#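 Recombinant E. coli-expressed Tdp1 (1 nM) preincubated with compound 15 min at RT, then 5'-biotin/3'-phosphotyrosine-FITC DNA substrate (15 nM) added for 5 min. AlphaScreen beads (10 ug/ml) added, 10 min RT; tyrosine-FITC cleavage read as signal loss.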
# TDP1 cell CPT: DT40-hTDP1 cell growth loss with CPT | AID 686979 | 12% of 420,000 active | Potency, µM (top dose mostly 46.2 µM), for the others: at the highest dose activity change, negative = growth inhibition, hits mostly inhibitors | chicken DT40 Tdp1-/-;hTDP1 cells + 20 nM CPT, ATP luminescence, 48 h; also: nearly all actives have a fitted effect of over 55% in size
#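 Chicken DT40 Tdp1-/- cells stably complemented with human TDP1 were seeded at 400 cells/well in medium containing 20 nM camptothecin, exposed to pin-transferred compounds, and grown at 37 °C for at least 48 hr. Viability was read as ATP luminescence.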
# * marks the source's active call; other numbers are inactive results; ? = inconclusive; . = no result given; & = joins results of further samples; [ ] = another dose, or the depositor's remark. Calls follow the shape of the dose curve; as a rule, active = well fitted curve in the direction sought with a large enough effect; inconclusive = small, poorly fitted or top-dose-only effect, or another doubt; inactive = no such curve, though single readings can be large; an effect the other way counts as inactive or inconclusive. % is scaled to controls: 0 for no effect and ±100 for the full control effect; potency is read from the fitted curve at half-maximal effect.
# The opening 2 entries, ahead of the listing:
SMILES,TDP1 cell noCPT,TDP1 block,TDP1 cell CPT
CCCC(=O)Nc1ccc(-c2cnc(-c3ccc(NC(=O)CCC)cc3)nc2)cc1,-1%,5%,3%
CC(=O)c1cc(-c2ccccc2)n(CCC(=O)NC(C)(C)C)c1C,-20%,0%,1%

# The whole of this part, from the first entry:
SMILES,TDP1 cell noCPT,TDP1 block,TDP1 cell CPT
CCCC(=O)Nc1ccc(-c2cnc(-c3ccc(NC(=O)CCC)cc3)nc2)cc1,-1%,5%,3%
CC(=O)c1cc(-c2ccccc2)n(CCC(=O)NC(C)(C)C)c1C,-20%,0%,1%
Cc1ccc(C(=O)NCC(=O)OCC(=O)Nc2ccc3[nH]c(=O)[nH]c3c2)cc1,-11%,-6%,-12%
COc1cc(OC)cc(N(C(=O)CNC(=O)c2ccco2)C(C(=O)NCC2CCCO2)c2ccccc2)c1 (stereo not given),?,.,-27%
CCCS(=O)(=O)N1CCCC(C(=O)NCCCN2CCN(c3ccc(F)cc3)CC2)C1 (stereo not given),?,-3%,?
N/C(=N\OC(=O)Cc1ccccc1[N+](=O)[O-])c1cccc(Br)c1,0%,3%,-5%
CCCCn1c(N)c(N(CC(C)C)C(=O)CSc2nnc(C)n2-c2ccc(OC)cc2)c(=O)[nH]c1=O,15%,.,7%
Cc1cc(OCc2cccc(Cl)c2)c(C)cc1CN1CCOCC1,?,-8%,18µM*
CCc1ccc2nc(Nc3nc(COC)cc(=O)[nH]3)nc(C)c2c1,23µM*,-6%,9.2µM*
O=C1/C(=C\c2ccc([N+](=O)[O-])cc2)CCc2ccccc21,?,5%,-30%
C[C@H](CO)N1C[C@H](C)[C@@H](CN(C)Cc2ccc(C(=O)O)cc2)Oc2c(cccc2N(C)C)C1=O,-3%,1%,-1%
CC(=O)Nc1ccc2nc(NC(=O)COc3ccccc3)sc2c1,12%,8%,-3%
CCOC(=O)C1=C(c2ccccc2)NC(=O)NC1c1ccc(OCC#N)c(OC)c1 (stereo not given),-5%,-8%,-28%
Cc1ccccc1-n1c(SCC(=O)N2CCN(c3ccccn3)CC2)nnc1N1CCOCC1,-13%,0%[56.1 µM],1%
CC(C)C(=O)N1CCC(Cc2ccccc2)CC1,2%,1%,3%
C=CCn1c(SCC(=O)N2CCc3ccccc3C2)nnc1-c1ccncc1,-21%,6%,9%
Cc1cccc(CSc2ccc3nnc(-c4cccnc4)n3n2)c1,-10%,5%,0%
CCS(=O)(=O)c1ccccc1C(=O)N1CCN(c2nc3ccccc3s2)CC1,?,3%,?
COc1ccc2c(c1OC)C(=O)OC2CC(=O)c1ccc2c(c1)OCO2 (stereo not given),-3%&4%,-3%,-20%&1%
O=C(OCc1ccccc1)N1CCC2CC1c1cc(N3CCN(S(=O)(=O)c4cc(Cl)cc(Cl)c4)CC3)ccc12 (stereo not given),?,.,?
Cc1oc2ccccc2c1CNC(=O)N(C)C,2%,4%,1%
CCOC(=O)c1sc(NC(=O)c2ccc(S(=O)(=O)N(C)C)cc2)cc1C,?,6%,?
O=C(c1ccccc1)c1sc(N2CCOCC2)nc1-c1ccccc1,?,5%,?
CCOc1ccc(NC(=O)CN(C)C(=O)/C=C/c2ccc(S(=O)(=O)N3CCCCCC3)cc2)cc1OCC,?,.,?
CC(NS(=O)(=O)c1ccc2c(c1)CC(C)N2C(=O)C1CC1)c1ccccc1 (stereo not given),8%,2%,-22%
SMILES,TDP1 cell noCPT,TDP1 block,TDP1 cell CPT
Cc1ccc(C(=O)O/N=C(\N)c2ccccc2)c(Cl)c1,?,.,-5%
Cc1cc2nc(/N=C(\N)NC(=O)N3c4ccccc4Sc4ccccc43)nc(C)c2cc1C,15µM*,6%,?
CCC(=O)Nc1ccc(C(=O)NNC(=O)c2cccc(C)c2)cc1,6%,.,6%
FC(F)(F)c1nc(=S)c2ccccc2[nH]1,-1%,7%,-17%
O=C(Nc1nccs1)C1Cc2ccccc2CN1S(=O)(=O)c1ccc(F)cc1 (stereo not given),15µM*,4%,?
Cc1ccc(NC(=O)C2CCN(c3nn4c(=O)cc(C)nc4s3)CC2)cc1,-17%,-3%,-25%
CCCc1nc2ccc(NC(=O)c3ccco3)cc2c(=O)n1Cc1ccccc1Cl,?,5%,?
Cc1ccc(C2=NOC(=O)/C2=C\C=C\c2ccccc2)cc1,4.6µM*,6%,4.6µM*
COc1ccc(NC(=O)c2csc3c2CCCCC3)c(OC)c1,?,4%,-26%
CC(=O)Nc1c(C)nn(-c2ccccc2)c1N1CCC(C(=O)NCc2cccc(Cl)c2)CC1,-20%,5%,-11%
O=S(=O)(Nc1ccccn1)c1ccc(Br)cc1,-12%,.,-7%
CCOC(=O)c1[nH]c2ccc(OC)cc2c1NS(=O)(=O)c1ccc(OC)cc1OC,?,3%,-10%
COc1ccc(/C=C/C(=O)N(CCC(N)=O)c2ccccc2)cc1S(=O)(=O)N1CCOCC1,-3%,0%,?
COC(=O)[C@@]1(Cc2ccc(OC)cc2)[C@H]2c3cc(C(=O)N4CCCC4)n(Cc4ccccc4)c3C[C@H]2CN1C(=O)c1ccccc1,16µM*,.,?
C/C=C/c1ccc(OCCCCN2CCC(C)CC2)c(OC)c1,?,-2%,?
COc1ccc(-n2nnc3c(=O)n(CC(=O)N4CCCC4)cnc32)cc1,-11%,5%,-11%
CCCN(CC(=O)Nc1ccc(C(N)=O)cc1)CC(=O)Nc1ccccc1C,-27%,3%,-26%
CCOc1cc(Cl)c(NC(C)=O)cc1OCC,0%,3%,2%
O=C(CSc1nnc2ccc(-c3ccccn3)nn12)Nc1cccc(F)c1,-6%,.,2%
CC(C)N1CCc2c(sc(NC(=S)NC(=O)c3ccccc3)c2C#N)C1,?,0%,-5%
O=C(CCSc1nnc(-c2ccncc2)o1)Nc1ccccc1,-5%,-3%,3%
C=C1[C@H]2O[C@H]2[C@@H](OC(C)=O)[C@@]2(C)[C@@H](OC(C)=O)C[C@@H](OC(C)=O)[C@@](C)(O)[C@@H]2[C@@H](OC(C)=O)[C@@]2(O)[C@@H](C)C(=O)O[C@H]2[C@H]1Cl,-15%,.,-7%
CC(=O)c1sc(NC(=O)CN2C(=O)C3CCCCC3C2=O)nc1-c1ccccc1 (stereo not given),2%,3%,2%
CC(=O)c1cc2c(cc1F)C(C)(C)CCC2(C)C,-11%,.,?
CCOC(=O)C1=C(C)NC(=O)NC1c1ccc(Br)s1 (stereo not given),-19%,-2%,-1%
SMILES,TDP1 cell noCPT,TDP1 block,TDP1 cell CPT
CCC(C(=O)NCCc1ccc(OC)cc1OC)n1nc(C)n2c(cc3occc32)c1=O (stereo not given),?,3%,?
CCCCCCSc1nnc2c(n1)OC(C)Nc1ccc(Br)cc1-2 (stereo not given),0%,.,-6%
Nc1nonc1-n1nnc(C(=O)N/N=C/c2ccccc2)c1CN1CCc2ccccc21,?,4%[0.0935 µM],?
O=C(COC(=O)COc1ccc(Cl)cc1Br)NC1CC1,-2%,1%,-11%
CC(C)(C)NC(=O)C(c1ccccc1)N(Cc1cccs1)C(=O)c1csnn1 (stereo not given),-17%,1%,-1%
O=[N+]([O-])c1ccc2c(c1)nc1n2CCSC1,?,.,-17%
O=C(O)C1CCN(S(=O)(=O)c2ccc(Cl)s2)CC1,3%,0%,-5%
COC(=O)/C(=C\Nc1ccc(Cl)cc1Cl)NC(=O)c1ccccc1,?,3%,-28%
CCOc1cc(C2NC(=O)NC(C)=C2C(=O)NCc2ccccc2)c(Cl)cc1O (stereo not given),-7%,4%,-1%
CCN(CC(=O)NC(C)C)C(=O)c1cc(S(=O)(=O)N2CCCCC2)ccc1N1CCCCC1,-13%,1%,1%
COc1ncc2nc(-c3cn(C)c4ccccc34)c(=O)n(CCC#N)c2n1,0%,.,-11%
COc1ccc(NC(=O)Cn2c(=O)c3cccn3c3ccccc32)cc1,-27%,9%,?
Cc1cc(-c2csc(N)n2)c(C)n1CCc1ccccc1,?,12%,23µM*
CC(C)Oc1cccc(C(=O)Nc2ccc3oc(-c4ccccc4)nc3c2)c1,21µM*,2%,?
CC(=O)Nc1ccc(Sc2ccccc2C(=O)O)cc1,-5%,-3%,-9%
O=C(O)c1ccccc1C(=O)OCc1ccccc1,-23%,-9%,-5%
CCOc1ccccc1NC(=O)c1cc2c(=O)[nH]c3ccccc3c2s1,7%,-2%,-27%
COc1ccc(C(=O)N/C(=C\c2cn(S(=O)(=O)N(C)C)c3ccccc23)C(=O)NCCN2CCOCC2)cc1,11%,4%,5%
Cc1ccc(NC(=O)Nc2cc(C(F)(F)F)c[nH]c2=O)cc1,-10%,6%,-2%
Nc1cc(-c2ccc(Br)cc2)nc2cc(-c3ccccc3)nn12,?,1%,-18%
O=C(CCc1ccc(O)cc1)NN=Cc1cc(Br)ccc1O,5.8µM*,.,8.2µM*
O=C(NC(c1ccc(F)cc1)c1ccc2ccccc2n1)C1CCN(Cc2ccc3ccccc3n2)CC1 (stereo not given),18µM*,.,?
CCOc1ccc(-n2nnnc2SCC(=O)N2CCOCC2)cc1,-19%,2%,9%
Cn1cnc(S(=O)(=O)NC2CCN(Cc3c(F)cccc3Cl)CC2)c1,22%,3%,7%
Cc1ccc(-c2nc(CSCC(=O)NCC3CCCO3)c(C)o2)cc1 (stereo not given),4%,3%,-13%

# Already shown: an excerpt of the list.
SMILES,TDP1 cell noCPT,TDP1 block,TDP1 cell CPT
CCCN(CC(=O)Nc1ccc(C(N)=O)cc1)CC(=O)Nc1ccccc1C,-27%,3%,-26%
CCOc1cc(Cl)c(NC(C)=O)cc1OCC,0%,3%,2%
O=C(CSc1nnc2ccc(-c3ccccn3)nn12)Nc1cccc(F)c1,-6%,.,2%
CC(C)N1CCc2c(sc(NC(=S)NC(=O)c3ccccc3)c2C#N)C1,?,0%,-5%
O=C(CCSc1nnc(-c2ccncc2)o1)Nc1ccccc1,-5%,-3%,3%
C=C1[C@H]2O[C@H]2[C@@H](OC(C)=O)[C@@]2(C)[C@@H](OC(C)=O)C[C@@H](OC(C)=O)[C@@](C)(O)[C@@H]2[C@@H](OC(C)=O)[C@@]2(O)[C@@H](C)C(=O)O[C@H]2[C@H]1Cl,-15%,.,-7%
CC(=O)c1sc(NC(=O)CN2C(=O)C3CCCCC3C2=O)nc1-c1ccccc1 (stereo not given),2%,3%,2%
CC(=O)c1cc2c(cc1F)C(C)(C)CCC2(C)C,-11%,.,?
CCOC(=O)C1=C(C)NC(=O)NC1c1ccc(Br)s1 (stereo not given),-19%,-2%,-1%
CCC(C(=O)NCCc1ccc(OC)cc1OC)n1nc(C)n2c(cc3occc32)c1=O (stereo not given),?,3%,?
CCCCCCSc1nnc2c(n1)OC(C)Nc1ccc(Br)cc1-2 (stereo not given),0%,.,-6%
Nc1nonc1-n1nnc(C(=O)N/N=C/c2ccccc2)c1CN1CCc2ccccc21,?,4%[0.0935 µM],?
O=C(COC(=O)COc1ccc(Cl)cc1Br)NC1CC1,-2%,1%,-11%

# The list continues:
SMILES,TDP1 cell noCPT,TDP1 block,TDP1 cell CPT
Cc1ccc(C2OC(=O)C=C2c2ccccc2)cc1 (stereo not given),?,-1%,?
Cc1ccc(CN(C(=O)c2ccc([N+](=O)[O-])cc2)C2CCS(=O)(=O)C2)o1 (stereo not given),?,4%,?
CCCCc1nnc(NC(=O)CSc2nc(C)cc(=O)[nH]2)s1,-11%,4%,-8%
COc1ccccc1NC(=S)N(CCc1nc2cc(C)c(C)cc2[nH]1)Cc1cccnc1,?,14%,?
COC(=O)c1ccc(CSC2=NC[C@@H]3[C@@H]4C(=O)N(Cc5ccccc5)C(=O)[C@@H]4[C@](C)(C(=O)OC)N23)cc1,16µM*,0%[56.1 µM],?
CN(C)S(=O)(=O)n1cc(/C=C(\NC(=O)c2ccccc2)C(=O)NCCN2CCOCC2)c2ccccc21,-13%,-1%,-19%
O=C(NC(c1ccc(Cl)cc1)c1ccsc1)C1CCN(Cc2cccc(Cl)c2)CC1 (stereo not given),4.6µM*,.,5.2µM*
Cc1ccc(-n2nc3c(=O)n(CCCC(=O)NC(C)c4ccccc4)nc(C)c3c2C)cc1 (stereo not given),?,-3%,-23%
Cc1cc(C(=O)NNC(=S)NC(C)c2ccccc2)c2ccccc2n1 (stereo not given),?,10%,?
CCOC(=O)c1ccc(S(=O)(=O)N2CCN(C3CC(=O)N(c4ccccc4C(F)(F)F)C3=O)CC2)cc1 (stereo not given),-14%,5%,-12%
Cc1ccc(CNC(=O)C(=O)NCC2CCCN2S(=O)(=O)c2cc(C)ccc2C)cc1 (stereo not given),?,.,-7%
CC(C)(C)c1cnnn1-c1ccc(-c2csc(N)n2)cc1,-10%,-2%,-19%

# Source: PubChem BioAssay (National Center for Advancing Translational Sciences (NCATS))
